Screening data (PubChem BioAssay)
PG9 Ab binder: PG9 antibody binding by small molecule; TR-FRET gp120-PG9 antibody binding; inhibition, % at 6.7 µM; 360,000 compounds, 0.43% hits; AID 624416; in the data active means inhibition above about 8.5%
TCR CD3 inh: blocks the human TCR-CD3 interaction; TAMRA-labeled TCR probe fluorescence, biochemical; inhibition, % at 9.4 µM; 360,000 compounds, 0.37% hits; AID 651800; in the data active means inhibition above about 19%;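 further: recombinant mutant TCR 2C K166C tagged with TAMRA read by polarization; 0% = receptor in buffer alone and 100% = receptor with positive control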
rCAG binder: binds r(CAG) RNA repeats; r(CAG) RNA repeat, TO-PRO-1 dye displacement fluorescence; inhibition, % at 3 µM; 370,000 compounds, 1.3% hits; AID 651821;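 active means inhibition above the plate cutoff, the mean of all test compounds on that plate plus 3 SD, cut at about 35% in these data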;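 further: 0% = DMSO alone and 100% = 100 µM mitoxantrone as full dye displacement; higher means more dye released from RNA so lower well fluorescence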
MBD2 inh: inhibitors of human MBD2 binding to methylated oligonucleotide; TR-FRET; AID 686964; 370,000 compounds, 0.31% hits; Q9UBB5; inhibition, % at 4.4 µM; in the data active means inhibition above about 13%
Target sequence (Q9UBB5 whole entry, looked up): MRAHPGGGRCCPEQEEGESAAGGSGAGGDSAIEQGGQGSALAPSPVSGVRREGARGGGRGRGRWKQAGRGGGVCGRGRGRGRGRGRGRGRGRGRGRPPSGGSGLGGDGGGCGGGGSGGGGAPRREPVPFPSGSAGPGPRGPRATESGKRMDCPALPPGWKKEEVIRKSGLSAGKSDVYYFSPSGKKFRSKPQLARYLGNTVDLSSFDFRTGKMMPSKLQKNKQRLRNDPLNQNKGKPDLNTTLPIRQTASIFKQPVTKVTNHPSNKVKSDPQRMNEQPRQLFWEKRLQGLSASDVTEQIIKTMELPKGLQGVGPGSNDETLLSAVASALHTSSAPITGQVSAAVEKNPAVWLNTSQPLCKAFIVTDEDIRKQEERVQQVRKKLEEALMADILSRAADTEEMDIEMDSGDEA
ABHD4 inh: ABHD4 (mouse) inhibition, primary FP screen; Q8VD66; purified mABHD4, FP-Rh probe fluorescence polarization; inhibition, % at 8.92 µM; 370,000 compounds, 0.54% hits;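 active means inhibition exceeding the mean over every tested compound plus 3 SD, cut at about 30% in these data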;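 further: 0% = plate median of compound wells and 100% = S159A mutant with DMSO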
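Test system: mABHD4 protein; Read-out basis: % inhibition; Incubation: 45 min + 60 min at 25 °C; Repeats: single replicate; Technique: fluorescence polarization with parallel and perpendicular emission, 525/598 nm; Compound: 8.92 µM, single dose; Benchmarks: full inhibition S159A mutant plus DMSO, zero as sample-well median.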
PRMT1 FP inh: inhibitors of human PRMT1. AID 652257. recombinant PRMT1, activity-based probe fluorescence polarization. 370,000 compounds, 1.3% hits. inhibition, % at 2.79 µM;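 active means inhibition above about 21% made by adding two undisclosed values, limit read from the data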
LEDGF integ inh: blocks HIV-1 LEDGF/p75-dependent DNA integration. TR-FRET IN-LEDGF/p75 DNA integration, Eu/Cy5. inhibition, % at 3.7 µM. 370,000 compounds, 0.64% hits. AID 743269;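 active means inhibition above the screen-wide mean plus 3 SD, cut at about 13% in these data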;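 further: signal is the Cy5 over europium emission ratio at 671 and 618 nm; 0% = plate median of compound wells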
NR1D1 modulator: modulators of human Rev-erb alpha DNA binding; Rev-erbα–FITC-DNA binding, fluorescence polarization, 90 min; activity, % at 10 µM; P20393; 370,000 compounds, 0.79% hits;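 active means activity above about 14%, limit read from the data; passing the limit was not always enough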;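 further: 0% = DMSO wells with 35 nM protein and 100% = DMSO wells with 750 nM protein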
HTRA1 inhibitor: blocks human HTRA1 serine peptidase. Q92743. recombinant HTRA1, FP-rhodamine activity-based probe, fluorescence polarization. inhibition, % at 5.96 µM. 340,000 compounds, 0.5% hits. AID 504803; in the data active means inhibition above about 36%;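 further: 0% = enzyme with DMSO and 100% = wells lacking enzyme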
Target sequence (Q92743 whole entry, looked up): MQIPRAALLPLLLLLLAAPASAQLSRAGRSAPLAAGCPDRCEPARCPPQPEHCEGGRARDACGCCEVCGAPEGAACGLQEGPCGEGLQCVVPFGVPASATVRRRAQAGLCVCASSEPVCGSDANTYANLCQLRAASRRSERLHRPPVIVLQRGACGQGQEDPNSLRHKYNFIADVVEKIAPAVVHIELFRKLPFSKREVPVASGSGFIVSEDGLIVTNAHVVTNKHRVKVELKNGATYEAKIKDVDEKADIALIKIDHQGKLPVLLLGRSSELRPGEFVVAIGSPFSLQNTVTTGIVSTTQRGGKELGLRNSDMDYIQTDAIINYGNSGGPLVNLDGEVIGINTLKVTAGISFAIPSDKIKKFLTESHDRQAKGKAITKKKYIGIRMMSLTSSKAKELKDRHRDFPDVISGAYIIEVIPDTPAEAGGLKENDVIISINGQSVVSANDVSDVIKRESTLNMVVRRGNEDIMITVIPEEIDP
UHRF1 binding: blocks human UHRF1 binding to methylated DNA. inhibition, % at 4.4 µM. UHRF1 binding to methylated oligo, TR-FRET. 370,000 compounds, 0.75% hits; in the data active means inhibition above about 21%;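 further: UHRF1 SRA domain binding a hemimethylated CpG hairpin DNA probe; 0% = median of test compound wells and 100% = reference inhibitor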
* hit, by the source's call; x = not tested or not shown.

SMILES	PG9 Ab binder	TCR CD3 inh	rCAG binder	MBD2 inh	ABHD4 inh	PRMT1 FP inh	LEDGF integ inh	NR1D1 modulator	HTRA1 inhibitor	UHRF1 binding
CN(C)c1ccc(NC(=O)Nc2nnc([C@H]3C[C@H](O)[C@@H](CO)O3)s2)cc1	-22	-5	6	0	8	0	-7	9	x	2
CC(C)OCCCNC(=O)c1ccc(CS(=O)(=O)c2cccc(C(F)(F)F)c2)o1	0.1	6	-8	-7	-4	-3	3	1	-3	-3
Cn1cnc2c1c(=O)n(Cc1ccc(F)cc1Cl)c(=O)n2C	-2.0	6	-1	-4	5	1	-2	-4	0	-1
CCOc1ccccc1N(CC(=O)Nc1ccccc1Br)S(=O)(=O)c1ccccc1	-1.1	2	6	1	-1	-2	-2	-6	-21	1
COc1ccc(-n2c(SCC(=O)Nc3cc(C)c(NC(=O)c4ccccc4)cc3OC)nnc2-c2cccnc2)cc1	x	x	8	2	0	-3	1	0	x	-3
CC(C)c1ccc(C2(C)NC(=O)N(CC(=O)N3CCN(C(=O)c4cccs4)CC3)C2=O)cc1 (stereo unspecified)	0.8	5	1	-1	6	1	0	-7	1	0
O=C(COc1ccc(Br)cc1)NNC(=S)NCc1ccccc1	-0.3	-4	13	-1	5	10	-7	3	-2	2
CSCC[C@H](NC(=O)C1CCN(C(=O)[C@H](Cc2ccccc2)NS(=O)(=O)c2ccc(C)cc2)CC1)C(=O)O	-0.8	4	10	4	4	4	-7	3	-2	7
O=C(NC(=S)NCc1ccc(F)cc1)c1ccccc1	-1.1	-2	-2	-3	-3	1	1	6	-18	2
Brc1cc2c(cc1COc1ccc(-c3nn[nH]n3)cc1)OCO2	-0.8	6	35*	2	-26	1	-1	2	-26	-1
COC(=O)[C@]12C[C@H](CC(=O)NCC34CC5CC(CC(C5)C3)C4)C(=O)N(CCc3ccc(OC)c(OC)c3)C1=C[C@H](C(C)C)O[C@@H]2C1CC1	x	x	6	4	2	6	-6	-1	x	-1
Cc1cc(Nc2ccccc2C(=O)O)n(-c2ccc([N+](=O)[O-])cc2)n1	-0.9	4	16	2	1	-3	-2	0	-2	-2
CN(C)c1c(-c2ccccc2)cc(-c2ccccc2)[nH]c1=O	-2.2	-7	9	-2	9	0	2	0	5	-9
O=C(CSc1nnc(-c2ccccc2)n1-c1ccccc1)Nc1cccc2ccccc12	x	x	6	-4	-3	-4	1	-7	x	0
COc1cccc(CN2CC(C(=O)NCCOc3ccccc3F)CCC2=O)c1 (stereo unspecified)	-1.3	0	-8	2	-2	-1	-2	-3	2	4
COc1ccccc1-c1nc(COc2ccc(Cl)cc2Cl)no1	0.0	-6	0	5	-17	1	-2	-7	-11	1
CC1=CC2(C#N)C3(N=C(N)C2(C#N)C(c2ccccc2)N1)OCCO3 (stereo unspecified)	0.0	2	1	-1	5	2	5	-1	1	-4
COc1ccc(/C=N/NC(=O)C(C)Sc2ccccn2)cc1[N+](=O)[O-] (stereo unspecified)	-3.1	-5	1	8	-15	6	-8	-1	-2	6
Cc1cccc(CSc2nc3c(c(=O)n2C)SCC3)c1	0.0	0	2	-2	3	0	-2	4	-6	-2
CN(C(=O)OC(C)(C)C)c1ccc(-c2nc3ccccc3s2)cc1	-0.1	5	-3	1	-8	-4	0	-1	-23	-3
CCC(=O)NC(Nc1sc2c(c1C(=O)OC)CCC2)C(Cl)(Cl)Cl (stereo unspecified)	-0.8	3	-1	1	1	1	1	13	-37	2
O=C(COC(=O)C1CCN(C(=O)c2ccc(Cl)cc2)CC1)c1ccco1	-0.5	-5	-6	-4	2	4	-1	2	0	0
CCOC(=O)N1CCN(S(=O)(=O)c2cc(OCC(N)=O)c(C)cc2Cl)CC1	-0.7	7	-1	1	5	-6	-1	7	2	-3
O=C(CSc1nc(Nc2ccccc2)nc(N2CCOCC2)n1)N1CCc2ccccc21	-1.1	-2	0	1	1	-2	1	-2	-7	-4
Cc1ccc(NS(=O)(=O)c2ccc3c(c2)n(C)c(=O)n3C)c(C)c1	-1.0	-1	-3	0	-1	-1	-1	-4	-3	1
Cn1ccc(C(=O)Nc2sc3c(c2C#N)CCC3)n1	-0.7	1	10	-6	9	1	-1	-2	0	-1
COCc1cc(C)n(CC(=O)Nc2ccc3c(c2)OCO3)c(=O)c1C#N	0.2	3	2	4	7	1	3	2	11	-1
CCN(CC)C(=O)CSc1ncnc2sc(-c3ccccc3)cc12	-1.1	-3	-3	5	-34	1	-2	-4	-37	-1
Fc1ccc(CN2C3=NCCCN3c3ccccc32)cc1	0.7	-5	3	-1	5	-3	-3	2	3	0
CCc1nc2c(OCC3COc4ccccc4O3)cccn2c1N(C)C(=O)c1cccs1 (stereo unspecified)	-0.5	-4	2	4	-1	3	-1	2	x	4
COc1ccc(-n2nnnc2SCC(=O)c2cccc(OC)c2)cc1	-1.1	-3	5	-2	-5	8	6	9	-10	11
CCOC(=O)c1cnc2c(cnn2C)c1NCCCn1ccnc1	0.5	-3	-7	3	2	1	-3	0	7	-2
Cc1c(NC(=O)c2ccc(-c3ccccc3)cc2)cccc1C(=O)O	-0.3	4	1	6	-10	-8	2	1	1	-2
CCOc1cc(NC(=O)C2CC2)c(OCC)cc1NC(=O)CCn1nnc2ccccc21	-0.4	8	-4	1	0	-1	1	-7	1	15
O=C(NCCc1csc(-c2cccnc2)n1)c1ccccc1	-0.5	-2	1	-2	3	2	-1	2	3	-1
CCCCS(=O)CC(O)COCC (stereo unspecified)	-3.4	3	1	-2	-5	-2	2	3	3	-2

Part of the list above, with bars between the fields.
canonical_smiles | PG9 Ab binder | TCR CD3 inh | rCAG binder | MBD2 inh | ABHD4 inh | PRMT1 FP inh | LEDGF integ inh | NR1D1 modulator | HTRA1 inhibitor | UHRF1 binding
Cn1ccc(C(=O)Nc2sc3c(c2C#N)CCC3)n1 | -0.7 | 1 | 10 | -6 | 9 | 1 | -1 | -2 | 0 | -1
COCc1cc(C)n(CC(=O)Nc2ccc3c(c2)OCO3)c(=O)c1C#N | 0.2 | 3 | 2 | 4 | 7 | 1 | 3 | 2 | 11 | -1
CCN(CC)C(=O)CSc1ncnc2sc(-c3ccccc3)cc12 | -1.1 | -3 | -3 | 5 | -34 | 1 | -2 | -4 | -37 | -1
Fc1ccc(CN2C3=NCCCN3c3ccccc32)cc1 | 0.7 | -5 | 3 | -1 | 5 | -3 | -3 | 2 | 3 | 0

Going on with the list:
SMILES	PG9 Ab binder	TCR CD3 inh	rCAG binder	MBD2 inh	ABHD4 inh	PRMT1 FP inh	LEDGF integ inh	NR1D1 modulator	HTRA1 inhibitor	UHRF1 binding
Cc1cccc(N2CCN(C(=O)Cc3ccc(-n4c(=O)[nH]c5ccsc5c4=O)cc3)CC2C)c1 (stereo unspecified)	-2.6	7	-5	3	1	0	-2	0	1	0
Cc1csc2ncnc(N3CCN(C(=S)Nc4ccc(F)cc4F)CC3)c12	-1.8	7	0	2	-1	-4	-2	0	x	-1
COC(=O)C1=C(C(=O)OC)[C@]2([C@@H]3CC=CCN[C@@H](Cc4ccccc4)C(=O)N3Cc3ccccc3)C=C[C@H]1O2	-0.6	-3	5	0	-18	-1	1	-1	-20	2
O=C(Cn1nc(C(=O)O)c2ccccc2c1=O)c1cc(F)ccc1F	-2.1	8	3	0	-1	-4	-2	-1	-2	2
O=C(C#Cc1ccccc1)Nc1ccc(F)cc1	-4.9	4	-4	-1	2	-3	1	3	-12	0
O=C(COC(=O)c1ccc(Br)cc1)NCC1CCCO1 (stereo unspecified)	-3.0	5	-2	5	-6	-4	7	-4	9	2
Cc1ccc(SC(C)C(=O)NCCC2=CCCCC2)cc1 (stereo unspecified)	1.6	-1	-5	-5	10	-1	2	-5	-2	-3
O=C(O)c1ccccc1C(=O)Nc1ccc(Oc2ccccc2)cc1	-1.9	10	2	-1	0	1	-1	-3	x	0
Cc1c(Cl)cccc1NC(=O)CSc1nccn1C	-1.4	7	1	0	-6	-7	5	2	4	-1
CCc1cccc(NC(=S)N(CCOC)C(C)c2ccco2)c1 (stereo unspecified)	-2.1	4	-3	-4	1	-5	0	5	2	-1
O=C(O)C(Cc1c[nH]c2ccccc12)NS(=O)(=O)c1cccc2nsnc12 (stereo unspecified)	-4.6	-5	7	-6	-5	0	9	3	1	5
Cn1ccc2ccc(C3=CC(=O)C[C@H](c4ccc(F)cc4)C3)cc21	-2.3	-8	1	4	15	2	2	4	-49	1
COc1ccc(OC)c(CN2CCC(Cc3ccccc3)CC2)c1	2.6	-6	-4	-1	12	-1	0	2	-1	-2
O=C1c2ccccc2NC2(CCCC2)N1NS(=O)(=O)c1ccccc1	0.4	3	0	0	0	0	1	-3	x	-1
O=C1C=C(c2ccc(Cl)cc2)OC2(CCCC2)O1	2.1	-8	-1	8	-16	1	1	-4	-4	6
Cc1ccc(S(=O)(=O)c2ccc([N+](=O)[O-])cn2)cc1	-2.2	2	-2	2	3	34*	2	0	0	-3
CCOc1ccc(-c2cc(C(=O)O)c3ccccc3n2)c(OCC)c1	2.4	12	7	0	3	1	2	-1	-5	-3
CCCCCOc1ccc(/C=C/C(=O)NCCc2nc3ccccc3[nH]2)cc1OC	-2.1	1	-5	6	3	-1	-3	0	-4	-2
CCC1OC(=O)C(C)C(OC2C[C@@](C)(OC)C(O)C(C)O2)C(C)C(O[C@@H]2OC(C)CC(N(C)C)C2O)[C@](C)(O)CC(C)C(=NOCOCCOC)C(C)C(O)[C@]1(C)O (stereo partly specified)	-0.7	-1	2	-1	-1	-5	2	4	7	0
NC(=O)C1CCN(C(=O)/C=C/c2cccc(Br)c2)CC1	-0.1	4	-4	3	2	-2	0	-3	0	-3
O=C(CSc1nc(-c2ccco2)cc(C(F)(F)F)n1)NCCCn1ccnc1	0.8	2	3	-3	0	-4	-6	1	4	-2
CCCC(=O)Nc1nnc(SCC(=O)N2C(C)CCCC2C)s1 (stereo unspecified)	1.0	-3	-3	0	0	-2	5	1	-2	-1
Cc1cccc(-n2c(C)cc(C(=O)NC3CCCCC3)c2C)c1	0.6	1	-4	7	4	1	-8	1	-2	6
NC1=NC[C@@H](Cc2ccc(O)cc2)N1CCc1cccc2ccccc12	1.3	6	16	-3	4	0	2	-2	3	7
Cn1c(SCC(=O)NCc2ccco2)nnc1C1CC1	1.4	-5	0	1	6	0	-2	-4	5	5
COCCCN(C(=O)Nc1cccc(Cl)c1)C(C)c1ccccn1 (stereo unspecified)	0.8	14	-3	1	-1	-2	-2	-6	3	0
CCN(CC)CCCNC(=O)c1cc(Nc2ccc(OC)cc2OC)nc2ccccc12	-6.9	-2	0	-1	-3	-5	3	-3	11	1
COc1ccc(NC(=O)c2cccn(CC=C(C)C)c2=O)cc1	0.5	-1	-7	2	-2	-1	0	1	-18	-3
O=C(C1CCCCC1)N1C[C@H](n2cc(-c3ccc(F)cc3)nn2)[C@@H](O)C[C@@H]1c1ccccc1	0.3	-12	1	4	0	0	-3	2	-4	-2
CCc1ccc(CCC(=O)Nc2nccs2)o1	-0.1	6	1	1	1	5	2	-4	-9	-2
COCCNC(=O)C1(C)CCCN(CC(=O)c2ccc(OC)cc2)C1 (stereo unspecified)	1.1	3	3	1	11	1	-1	-12	x	4
Cc1ccc(C(=O)CC2C(=O)N(c3ccccc3)C(=S)N2c2ccccc2)cc1 (stereo unspecified)	-1.4	1	4	0	-14	-4	-2	-3	-24	3
CCCCOc1ccccc1C1C(C(N)=O)=C(C)Nc2nnnn21 (stereo unspecified)	-1.9	5	3	-6	-2	0	0	1	2	2
Cc1cc(C(=O)CSc2nnc(Nc3ccccc3F)s2)c(C)n1CC1CCCO1 (stereo unspecified)	-2.4	11	2	-1	-8	2	0	-3	-26	-1

The list is partial (hit frequency here may not be typical).
